Assay outcomes (PubChem BioAssay)
MEKK3 PB1 HTS = raises or lowers MEK5 binding to the human MEKK3 PB1 domain. binding response (% of control), % at 10 µM. Q99759. actives 1.4% (n = 290,000). bead-based flow cytometry, Alexa488-MEK5 binding to MEKK3; actives lie on both sides; 0 = blocked by unlabeled MEK5, 100 = vehicle;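 active means binding response more than 3 SD above or below the average of its plate-row segment, actives on both sides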;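 further: Alexa488 bead fluorescence after subtracting the streptavidin-only scavenger bead signal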
FID counter = fluorescent intercalator displacement, NS3 helicase counter-screen. DNA fluorescent intercalator displacement, fluorescence. AID 1845. inhibition, % at 7.9 µM. actives 0.17% (n = 290,000); in the data active means inhibition above about 37%;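 further: 0% = vehicle and 100% = reference compound; higher means more ethidium bromide displaced from hairpin DNA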
OXTR ag = agonists of human oxytocin receptor; P30559; CHO-OTR cells, Fluo-8 calcium fluorescence; normalized: DMSO 0%, oxytocin 100%; activation, % at 3 µM; actives 0.32% (n = 320,000); AID 2435;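 active means activation above the mean of all tested compounds plus 3 SD, cutoff set per screening run, cut at about 20% in these data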;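 further: peak over basal fluorescence ratio from a 100 s FLIPR kinetic read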
Target sequence (P30559 whole entry, looked up): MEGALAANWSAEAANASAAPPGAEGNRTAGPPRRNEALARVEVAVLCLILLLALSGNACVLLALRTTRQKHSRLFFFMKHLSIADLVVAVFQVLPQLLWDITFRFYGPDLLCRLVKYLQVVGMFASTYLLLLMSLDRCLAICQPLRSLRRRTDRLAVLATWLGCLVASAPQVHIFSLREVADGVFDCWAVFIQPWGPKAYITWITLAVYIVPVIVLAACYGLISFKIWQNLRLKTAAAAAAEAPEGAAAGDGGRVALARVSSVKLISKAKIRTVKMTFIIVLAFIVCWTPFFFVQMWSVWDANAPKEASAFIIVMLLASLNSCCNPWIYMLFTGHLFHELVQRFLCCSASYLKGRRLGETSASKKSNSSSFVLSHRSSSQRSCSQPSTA
GPR7 antag = human neuropeptides B/W receptor 1 antagonism; GPR7-expressing cells, fluorescence antagonist assay; actives 1.1% (n = 290,000); AID 1861; inhibition, % at 4.4 µM; in the data active means inhibition above about 16%, passing the limit was not always enough;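 further: cells stimulated with the agonist NPW; 0% = agonist with vehicle and 100% = vehicle without agonist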
Target sequence (P48145 whole entry, looked up): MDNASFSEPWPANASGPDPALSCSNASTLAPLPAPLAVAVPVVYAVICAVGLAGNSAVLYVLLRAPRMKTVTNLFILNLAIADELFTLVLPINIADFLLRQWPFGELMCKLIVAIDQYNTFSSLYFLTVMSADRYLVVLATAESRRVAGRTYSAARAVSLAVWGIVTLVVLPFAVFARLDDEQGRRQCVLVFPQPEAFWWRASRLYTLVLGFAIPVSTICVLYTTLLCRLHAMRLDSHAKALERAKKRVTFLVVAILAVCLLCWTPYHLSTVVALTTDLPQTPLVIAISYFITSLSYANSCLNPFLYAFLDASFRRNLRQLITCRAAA
MEKK2 mut-MEK5 = signal of MEK5 binding to mutant human MEKK2 PB1 domain; percent response, % at 10 µM; bead flow cytometry, Alexa488-MEK5 binding to MEKK2 mutant; actives 0.35% (n = 290,000); in the data active means percent response above about 24%, passing the limit was not always enough; further: inactives centre near 1; some results filed as inactive read as strong as hits; reference of the scale not given here
MEKK2 WT-MEK5 = raises or lowers MEK5 binding to wildtype human MEKK2 PB1 domain | bead flow cytometry, Alexa488-MEK5 binding to MEKK2 WT; actives lie on both sides | binding response (% of control), % at 10 µM | Q9Y2U5 | actives 1.1% (n = 290,000); in the data active means binding response below about 67% or above about 130%
PfM18AAP inh = blocks P. falciparum M18 aspartyl aminopeptidase; recombinant PfM18AAP, H-Glu-NHMec fluorogenic cleavage; inhibition, % at 7.35 µM; actives 1.2% (n = 290,000); AID 1822;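 active means inhibition above the campaign mean inhibition over all tested compounds plus 3 SD, cut at about 28% in these data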;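 further: 0% = plate median of test compound wells and 100% = 2 mM ZnCl2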
PHOSPHO1 inh = PHOSPHO1 (human) inhibition; Q8TCT1; recombinant PHOSPHO1, absorbance phosphatase assay; actives 1.1% (n = 290,000); inhibition, % at 13.3 µM; in the data active means inhibition above about 60%
Target sequence (Q8TCT1 whole entry, looked up): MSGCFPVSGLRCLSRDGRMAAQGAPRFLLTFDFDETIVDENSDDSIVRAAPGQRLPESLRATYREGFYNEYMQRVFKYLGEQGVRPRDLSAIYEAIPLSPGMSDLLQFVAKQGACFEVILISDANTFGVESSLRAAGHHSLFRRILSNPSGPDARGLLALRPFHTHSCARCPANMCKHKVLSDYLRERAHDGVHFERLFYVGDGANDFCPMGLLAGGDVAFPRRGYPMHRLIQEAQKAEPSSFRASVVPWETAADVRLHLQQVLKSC
NALP1 yeast inh = NALP1 inhibition; S. cerevisiae NALP1/ASC/caspase-1 growth, X-gal OD620, 72 h; inhibition, % at 10 µM; actives 0.61% (n = 280,000); AID 2071; in the data active means inhibition mostly above about 24%, no sharp cut-off; inactive means mostly below about 32%; further: some compounds called inactive have numbers as strong as hits
Starred values were filed as active, the others as inactive; . = not tested or not shown.

SMILES	MEKK3 PB1 HTS	FID counter	OXTR ag	GPR7 antag	MEKK2 mut-MEK5	MEKK2 WT-MEK5	PfM18AAP inh	PHOSPHO1 inh	NALP1 yeast inh
O=C(c1ccc(F)cc1)N1CCC(c2ccccc2)C1 (stereo unspecified)	101	-7	-1.4	-7	1	105	-4	34	-4
C=CCN(c1ccccc1)S(=O)(=O)c1ccc2[nH]cc(C(=O)NCCOC)c(=O)c2c1	107	-1	-0.7	-7	8	105	3	36	14
CC1=NN(C(N)=S)C(=O)C1N=Nc1cccc2ccccc12 (stereo unspecified)	96	1	2.2	0	-1	93	-1	37	8
COc1ccc(CCn2c(=N)c(C(=O)NC3CCCC3)cc3c(=O)n4ccccc4nc32)cc1	101	15	0.5	-1	3	105	-6	12	20
CN(C)CCN(C(=O)c1ccco1)c1nc2cc3c(cc2s1)OCCO3	98	9	1.1	-14	2	106	-4	33	6
COC(=O)c1ccc(C2C(C(=O)c3ccco3)=C(O)C(=O)N2CC2CCCO2)cc1 (stereo unspecified)	101	-29	0.7	-12	2	96	4	32	2
CCCCn1c2c(c3ccccc31)CCc1nonc1-2	99	-3	-0.6	-15	7	100	-8	2	32
Cc1cc(Cl)c(S(=O)(=O)NC2CCCC2)cc1OCC(=O)NC1CCCCC1	97	-30	11	11	2	99	10	13	-13
COc1ccc(/C(C)=N\NC(=O)CSc2nnc(C)s2)cc1	95	-1	-0.4	-3	-5	99	-1	-3	25
CCCn1c(SCC(N)=O)nnc1C(C)C	101	-1	0.4	-2	1	106	-2	-5	2
Cc1cccc(N2CC(C(=O)Nc3ccc(S(=O)(=O)N4CCOCC4)cc3)CC2=O)c1 (stereo unspecified)	98	-16	0.9	2	3	97	0	38	2
COCCn1nnnc1C(c1cccc(C(F)(F)F)c1)N1CCOCC1 (stereo unspecified)	88	-1	-0.1	-6	0	97	-1	-6	2
COC(=O)c1sc2ncccc2c1OCc1c(Cl)cccc1Cl	100	-5	-2.3	-4	0	98	-10	4	3
CCc1ccccc1OCCCCN1CCCC1	.	14	1.8	-6	.	.	-1	-14	36
N#Cc1ccccc1Cn1c(-c2cscn2)nc2ccccc21	106	-7	-1.6	-12	3	104	1	41	16
O=C(NCc1ccccn1)c1ccc(Cl)c(S(=O)(=O)N2CCCCCC2)c1	105	-28	2.0	-6	13	110	-4	43	7
Cc1cccc(N(CC(=O)NC2CCCCC2)C(=O)CCCC(=O)Nc2ccccn2)c1	104	-34	-1.3	-7	2	100	0	-1	7
CCc1cccc(CC)c1NC(=O)C(NS(=O)(=O)c1cccs1)c1ccccc1 (stereo unspecified)	104	-16	-2.0	24	30	113	-11	-15	1
CCC(c1nc2ccccc2c(=O)n1CCN1CCOCC1)N1C(=O)c2ccccc2C1=O (stereo unspecified)	82	-4	-0.2	3	-6	90	-5	0	14
Cc1cc(NC(=O)CSc2nnnn2-c2ccccc2)no1	100	1	-1.3	-12	-5	95	-5	56	2
CCn1cc(C(=O)NNC(=O)c2ccc(Cl)cc2)c(=O)c2ccc(C)nc21	97	1	0.3	-5	-10	92	4	16	-12
COc1ccc(/C=N/NC(=O)CSc2nnc(C)n2-c2ccccc2)c(OC)c1OC	76	-33	-1.3	-4	-13	82	5	-9	-2
O=C(CSc1nc2ccccc2s1)N1c2ccccc2Sc2ccccc21	105	-4	-0.9	-26	1	100	2	7	10
Cc1ccc(/C=C(\NC(=O)c2ccccc2)C(=O)NC(Cc2ccccc2)C(=O)O)cc1 (stereo unspecified)	100	-50	-1.1	6	-2	95	3	-9	-6
Cc1ccc(NC(=O)OCc2cccs2)cc1	100	-6	-0.3	-2	0	98	5	8	32

An excerpt from above in order of their number in MEKK3 PB1 HTS, ascending:
Compound	MEKK3 PB1 HTS	GPR7 antag	MEKK2 mut-MEK5	MEKK2 WT-MEK5	PfM18AAP inh	PHOSPHO1 inh	NALP1 yeast inh
CCC(c1nc2ccccc2c(=O)n1CCN1CCOCC1)N1C(=O)c2ccccc2C1=O (stereo unspecified)	82	3	-6	90	-5	0	14
COCCn1nnnc1C(c1cccc(C(F)(F)F)c1)N1CCOCC1 (stereo unspecified)	88	-6	0	97	-1	-6	2
C=CCN(c1ccccc1)S(=O)(=O)c1ccc2[nH]cc(C(=O)NCCOC)c(=O)c2c1	107	-7	8	105	3	36	14

Further entries
SMILES	MEKK3 PB1 HTS	FID counter	OXTR ag	GPR7 antag	MEKK2 mut-MEK5	MEKK2 WT-MEK5	PfM18AAP inh	PHOSPHO1 inh	NALP1 yeast inh
CCn1c(SCC(=O)N2c3ccccc3Sc3ccccc32)nnc1-c1ccco1	100	-40	-1.3	10	-1	96	-32	7	27
O=C(CSc1ccc2ccccc2c1)N1CCN(c2ccc(O)cc2)CC1	96	-11	3.6	-7	-4	93	18	6	20
COc1ccc(C)cc1NC(=O)c1nnn(CCc2ccccc2)c1N	102	-5	-0.8	-8	4	107	0	-15	-6
N#CC1(c2ccccc2)CCC(=O)N1c1ccccc1 (stereo unspecified)	96	-2	-0.1	-13	-5	99	8	-8	-3
O=C(CCNS(=O)(=O)c1ccc(Br)s1)NCc1ccccc1Cl	94	-11	1.2	-7	-8	89	4	-18	19
O=C(O)C1C2C=CC(C2)C1C(=O)N1CCN(CCO)CC1 (stereo unspecified)	.	-5	2.0	2	.	.	-9	11	4
Cc1oc(C(C)(C)C)cc1C(=O)N1CCN(C(c2ccccc2)c2ccccc2)CC1	89	-22	-1.0	-19	-4	92	-9	29	2
Cc1cccc(OCC(=O)NC2CCCCCC2)c1C	96	-34	-1.5	15	1	100	-4	33	8
O=S(=O)(Nc1nc(SCc2ccc(Cl)cc2)n[nH]1)c1ccc(F)cc1	104	-9	0.1	-13	-1	100	7	20	-13
COC(=O)c1[nH]c2ccccc2c1NC(=O)CN1CCC(C(N)=O)(N2CCCCC2)CC1	111	3	-0.2	-6	14	113	1	-11	29
Cc1onc(-c2ccccc2Cl)c1C(=O)NCCCc1ccccc1	106	-31	-1.5	-8	9	106	-6	41	8
CCCCN(CCCC)CC(O)COc1ccccc1Br (stereo unspecified)	117	14	0.6	26*	1	114	-4	0	30
COC(C[C@H]1O[C@H]1C(=O)[C@H](C)OCc1ccccc1)OC	106	.	1.1	.	0	104	.	.	.
O=C(CN1CCSCC1)c1c[nH]c2ccccc12	106	0	2.2	-3	7	110	-7	11	7
Cc1ccc(CNc2oc(-c3cccs3)nc2C#N)cc1	102	-9	-1.4	1	-2	101	0	-3	30
COc1ccc(/C=C/C(=O)OCn2c(SC)nnc(C)c2=O)cc1OC	93	-5	-0.7	-16	-7	93	-1	23	14
S=C(Nc1ccc(Oc2ccccc2)cc1)N1CCN(c2ccccn2)CC1	87	-11	5.4	-6	-7	88	1	34	-1
O=C(NN(c1ccccc1)c1ccccc1)c1ccc([N+](=O)[O-])o1	97	0	-0.5	3	0	95	1	46	-1
NC(=O)C1CCN(C(=O)COc2ccc3ccccc3c2)CC1	108	-4	0.4	-3	3	100	-3	-14	10
CCn1c(/C=C/c2ccccc2Cl)nc2ccccc2c1=O	102	-20	-1.5	14	0	94	-10	20	6
CC(=O)C1=C(C)NC(SCC(=O)Nc2nccs2)=C(C#N)C1c1ccccc1Cl (stereo unspecified)	119	-17	-0.4	-4	0	104	8	-14	9
O=C1CCCC2=C1C(c1ccc(OS(=O)(=O)c3ccc(Cl)cc3)cc1)C1=C(CCCC1=O)O2	104	-5	0.4	-8	6	98	8	29	12
FC(F)(F)c1cccc(NC(=S)N2CCCCCC2)c1	99	-5	-1.8	8	-6	100	4	42	9
O=C(c1ccc(Cn2c(=O)[nH]c3ccccc3c2=O)cc1)N1CCN(c2ccc(F)cc2)CC1	92	-10	2.7	-6	-8	89	-13	-4	6
O=C(OCc1nnc(-c2ccc(Cl)cc2)o1)C12CC3CC(CC(O)(C3)C1)C2	99	-34	2.6	2	-5	99	-9	17	-3

In the list so far, 2 have a COOH group:
SMILES	MEKK3 PB1 HTS	FID counter	OXTR ag	GPR7 antag	MEKK2 mut-MEK5	MEKK2 WT-MEK5	PfM18AAP inh	PHOSPHO1 inh	NALP1 yeast inh
Cc1ccc(/C=C(\NC(=O)c2ccccc2)C(=O)NC(Cc2ccccc2)C(=O)O)cc1 (stereo unspecified)	100	-50	-1.1	6	-2	95	3	-9	-6
O=C(O)C1C2C=CC(C2)C1C(=O)N1CCN(CCO)CC1 (stereo unspecified)	.	-5	2.0	2	.	.	-9	11	4

Remaining list, next part:
SMILES	MEKK3 PB1 HTS	FID counter	OXTR ag	GPR7 antag	MEKK2 mut-MEK5	MEKK2 WT-MEK5	PfM18AAP inh	PHOSPHO1 inh	NALP1 yeast inh
CCOC(=O)N1CCN(c2c(NCc3ccccc3OC)c(=O)c2=O)CC1	104	-6	-0.2	-6	-2	103	-8	-1	2
COC(=O)c1cccc(NC(=O)c2nn(C(C)C)c(=O)c3ccccc23)c1	106	-3	-2.5	3	5	104	-3	14	38
CC12CN3CCN(CC(C3)/C1=N\NC(=O)Nc1cccc(Cl)c1)C2	100	-3	0.7	-22	-1	97	5	-14	-16
O=C(Oc1ccc2ccccc2c1Br)N1CCCCCC1	83	-10	-2.8	-6	-8	80	4	25	-4
O=C(Nc1nccs1)c1cc2sccc2n1Cc1ccc(Cl)cc1	105	-1	0.1	0	13	106	-9	-9	5
CC(C)Sc1nnc(NC(=O)CCc2ccccc2)s1	105	-14	-1.6	8	-4	101	-6	42	5
Cc1ccc(OCC(O)CN2CCC(Cc3ccccc3)CC2)c(C)c1 (stereo unspecified)	104	33	15	-1	15	124	-8	28	22
O=C(CC1(O)C(=O)Nc2ccccc21)c1cccc(Br)c1 (stereo unspecified)	103	0	1.9	2	-1	96	1	-30	23
CCn1c(CC(=O)Nc2ccccc2)nnc1SCC(=O)Nc1nnc(C)s1	96	-23	0.6	-6	-1	93	0	19	-6
COCCCNC(=O)c1cc2cc3cc(OC)ccc3nc2o1	98	-26	-0.2	-5	3	99	-5	29	5
CC(=O)c1cccc(NC(=S)NCCCCc2ccccc2)c1	100	-3	8.6	-8	8	95	-3	-9	-5
CCC(=O)NS(=O)(=O)c1cccnc1Nc1ccc(Cl)cc1	102	-6	-0.5	-19	2	102	-1	26	4
C1=C(c2ccccc2)CCN(c2nc3ccccc3n3cnnc23)C1	96	-11	-1.0	-8	0	96	-12	-3	41*
O=C(O)c1cc2c(cc1NC(=O)c1c(F)cccc1Cl)OCCCO2	96	-19	0.7	4	1	98	-2	20	5
O=C(N/N=C/c1sc2ccccc2c1O)c1ccccc1	101	-6	21*	-6	10	105	18	6	29
CCOc1ccc(C(=O)NCC(c2cccs2)N(C)C)cc1 (stereo unspecified)	100	0	-1.4	4	0	99	3	-7	15
CC1(C(=O)O)CCC(C(=O)NCCc2ccccc2)C1(C)C (stereo unspecified)	104	-2	-0.3	-8	3	101	4	28	34
CCOc1ccc(C(C)=O)cc1CC(C(N)=O)C(N)=O	.	1	0.6	-15	.	.	5	6	-14
COC(=O)Cc1c(O)ccn(Cc2cccc(C(F)(F)F)c2)c1=O	102	0	0.6	-17	8	106	0	37	-1
Cc1ccc(NC(=S)Nc2cc(-c3ccccc3)[nH]n2)cc1Cl	102	1	1.0	9	-11	92	4	-13	2
C/C(=N\OC(=O)C1CC1)C1CC1c1ccc(F)cc1 (stereo unspecified)	108	-14	-2.6	-3	-42	98	-4	8	-27
Cc1ccc2cc(C#N)c(NCc3ccco3)nc2c1	111	-5	-2.6	-1	0	103	12	-12	7
Cc1ccnn1CC(=O)N/N=C/c1cn[nH]c1-c1ccccc1	102	-1	1.1	-3	3	99	5	7	12
CCOP(=O)(OCC)C(NC(=O)C(F)(F)F)c1ccccc1 (stereo unspecified)	137*	0	0.0	-9	1	109	1	8	16
CC1=C(NCCc2ccccc2)CCC1=O	104	0	0.0	9	3	103	-3	9	-4
CCCOn1c(-n2nc(C)cc2C)nc2ccccc2c1=O	103	-12	-0.1	2	-6	92	6	10	-14
COC(=O)c1ccccc1NC(=O)CSCC(=O)Nc1ccccc1OC	100	-22	-0.2	3	-1	98	-8	43	12
Cc1ccccc1CN1CCC(Oc2ccc(C(=O)N3CCCC3)cc2)CC1	96	15	0.3	9	-12	96	1	29	29
